CaV13 FRET inh – Disruptors of the CACNA1D IQ motif to Ca2+-dependent inactivation inhibitor domain association, primary screening, Förster resonance energy transfer in intact living …; HEK cells, CFP/YFP FRET ICDI-IQ, plate reader, 10 min; percent FRET-ratio fall versus neutral wells; inhibition, % at 12.3 µM; 340,000 compounds, 0.098% hits;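 active means mean replicate inhibition of at least 30% and at least 1% of replicates passing that level; inconclusive means only one of the two criteria is met; inactive means neither criterion is met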;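 further: 0% = median of the neutral control wells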
MITF TRPM1 inh – MITF TRPM1 promoter inhibition in SK-MEL-5 cells. inhibition, % at 12.5 µM. AID 488899. 330,000 compounds, 0.83% hits. SK-MEL-5 TRPM1 promoter luciferase, 24 h;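 active means mean inhibition across replicates of 60% or more, whatever share of single replicates reaches that level; inconclusive means some that reach 60%, reason not given; inactive means mean inhibition across replicates below 60%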; further: values of inactives mirror those of a sister screen read the other way
Shn3 inh set2 – reduces Shn3 3'UTR luciferase signal in osteoblasts. inhibition, % at 12.5 µM. Clone20 osteoblast Shn3 3'UTR firefly luciferase, 24 h. 360,000 compounds, 0.52% hits;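 active means mean inhibition of at least 75% with every replicate also reaching 75%; inconclusive means mean inhibition at least 75% but some replicate below; inactive means mean inhibition below 75%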;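 further: 0% = median of neutral control wells and 100% = pilot-screen positive control compound; some compounds past the cut are filed as inactive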
PDI turbidity – inhibitors of human protein disulfide isomerase. PDI insulin aggregation turbidity, A650, 90 min. inhibition, % at 10 µM. 350,000 compounds, 0.052% hits. AID 588391;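 active means mean inhibition across replicates of 30% or more, whatever share of single replicates reach that level; inconclusive means mean inhibition below 30% while every single replicate reaches 30%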;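 further: absorbance from insulin aggregation driven by PDI reduction with DTT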
Target sequence (P07237 whole entry, looked up): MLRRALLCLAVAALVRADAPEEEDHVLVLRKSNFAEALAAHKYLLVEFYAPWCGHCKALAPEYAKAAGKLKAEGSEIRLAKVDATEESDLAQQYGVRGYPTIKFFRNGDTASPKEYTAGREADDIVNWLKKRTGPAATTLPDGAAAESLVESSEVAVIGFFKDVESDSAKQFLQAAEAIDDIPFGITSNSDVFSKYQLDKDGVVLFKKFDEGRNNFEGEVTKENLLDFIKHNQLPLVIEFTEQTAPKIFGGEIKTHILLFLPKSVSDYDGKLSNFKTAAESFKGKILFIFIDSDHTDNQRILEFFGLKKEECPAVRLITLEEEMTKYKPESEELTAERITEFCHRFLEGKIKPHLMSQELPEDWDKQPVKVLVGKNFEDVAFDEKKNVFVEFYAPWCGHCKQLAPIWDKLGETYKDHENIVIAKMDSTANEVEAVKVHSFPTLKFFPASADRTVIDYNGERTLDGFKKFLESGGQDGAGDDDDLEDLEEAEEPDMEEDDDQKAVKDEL
Vif imaging – blocks HIV Vif function | HEK293T cells, Vif self-association by quenched fluorescence, imaging, 24 h | inhibition, % at 7.49 µM | 340,000 compounds, 0.35% hits | AID 602346; in the data active means inhibition above about 50%, passing the limit was not always enough; inconclusive means no clear call, values can overlap the other calls; inactive means below about 31%; further: some results filed as inactive read as strong as hits
Peg3 promoter – inhibitors of Peg3 promoter; HeLa PEG-Prom luciferase reporter, luminescence, overnight; inhibition, % at 20 µM; 360,000 compounds, 1.7% hits;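 active means inhibition of at least 50% at 20 µM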
KKLEB cytotox – CF airway cell cytotoxicity counter-screen | KKLEB CF airway cells viability, ATPlite luminescence, overnight; active compounds read low; cells stimulated with P. aeruginosa culture filtrate | activity change (cytotoxicity), % at 5 µM | 360,000 compounds, 0.36% hits | AID 602141;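 active means corrected activity change at or below -50% at 5 µM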
NR2E3 ag-1 – agonists of human NR2E3 nuclear receptor. Q9Y5X4. CHO-S Gal4-NCOR/VP16-NR2E3 two-hybrid, luciferase. inhibition of corepressor binding, % at 3.98 µM. 360,000 compounds, 0.35% hits. AID 602229;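 active means inhibition above the mean of all tested compounds plus 3 SD, cut at about 70% in these data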;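 further: 0% = DMSO with NR2E3 transfected cells and 100% = cells lacking NR2E3 construct; higher means lower luciferase signal from less NR2E3 corepressor binding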
Target sequence (Q9Y5X4 whole entry, looked up, the tested form may be a part): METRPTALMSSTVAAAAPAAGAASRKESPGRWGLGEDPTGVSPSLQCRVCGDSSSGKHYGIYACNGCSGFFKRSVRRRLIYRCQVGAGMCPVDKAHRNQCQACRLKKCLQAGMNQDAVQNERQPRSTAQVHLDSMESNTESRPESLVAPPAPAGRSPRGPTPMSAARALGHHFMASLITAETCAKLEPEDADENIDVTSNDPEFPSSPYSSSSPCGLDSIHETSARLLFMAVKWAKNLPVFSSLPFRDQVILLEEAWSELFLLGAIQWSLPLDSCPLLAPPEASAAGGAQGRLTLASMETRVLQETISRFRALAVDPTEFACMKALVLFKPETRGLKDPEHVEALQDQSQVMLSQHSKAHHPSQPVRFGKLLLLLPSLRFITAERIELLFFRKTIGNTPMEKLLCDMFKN
HIF-2a block – blocks HIF-2a reporter activity; 786-0 RCC cells HIF-2a reporter, luciferase luminescence, overnight; inhibition, % at 18.8 µM; 360,000 compounds, 0.72% hits;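 active means inhibition of the luminescence signal of 40% or more relative to plate controls, in a single-dose primary screen at 18.75 µM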
NR2E3 ag-2 – agonists of human nuclear receptor NR2E3; Q9Y5X4; GST-NR2E3/biotin-RetCOR TR-FRET, 1536-well; inhibition of corepressor binding, % at 4.78 µM; 320,000 compounds, 0.12% hits; AID 2300;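 active means percent inhibition above the cutoff of mean plus 3 SD of all tested compounds, set per screening campaign, cut at about 20% in these data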;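 further: 0% = DMSO wells and 100% = biotin wells as full block of FRET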
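Material: NR2E3–RetCOR corepressor complex | Quantity: 1.35 nM GST-tagged NR2E3 final | Schedule: 5 h at 4 °C | Replication: Singlicate compound wells | Reagent: RetCOR corepressor, biotinylated, 7 nM | Controls: Biotin wells as high control, 0.6% DMSO wells as low control | Signal: TR-FRET, Eu(K)-anti-GST donor, streptavidin-D2 acceptor, ex 340, em 617/671 nm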
CF NFkB inh – inhibitors of cystic fibrosis induced NF-kB. KKLEB NF-kB-GFP reporter, PAF-induced, GFP fluorescence overnight. inhibition, % at 5 µM. 360,000 compounds, 0.86% hits;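 active means at least 50% inhibition at 5 µM, scaled per plate between neutral and stimulator controls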;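 further: PAF is a Pseudomonas aeruginosa culture filtrate used as stimulus; plate controls were PAF-stimulated DMSO wells for no effect and unstimulated DMSO wells for full effect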
* hit, by the source's call; u = inconclusive; x = not tested or not shown.

SMILES	CaV13 FRET inh	MITF TRPM1 inh	Shn3 inh set2	PDI turbidity	Vif imaging	Peg3 promoter	KKLEB cytotox	NR2E3 ag-1	HIF-2a block	NR2E3 ag-2	CF NFkB inh
COc1ccc(NC2CCCN(C(=O)CSc3ccccc3)C2)cc1OC (configuration not stated)	-12	3	4	-4	x	4	16	6	15	1	-12
Cc1ccc(NC(=O)CN2CCN(C(=O)C3CCCO3)CC2)c(C)c1 (configuration not stated)	-6	-4	-5	6	-5	-8	-6	-1	3	-3	24
CCCN(CCC)S(=O)(=O)c1cccc(-c2csc(C)n2)c1	-7	3	11	-2	-5	17	-15	-10	6	-2	10
CCOC(=O)c1nnn(CC(=O)Nc2cccc(F)c2)c1C(=O)OCC	-2	6	11	8	8	10	-6	15	23	0	3
N#C/C(=C(/O)COC(=O)CSc1ccc(Cl)cc1)c1nc2ccccc2[nH]1	-5	2	4	1	1	75*	-3	-16	7	2	3
COc1cccc(NC(=S)NCCC(c2ccccc2)c2ccccc2)c1	-6	4	16	0	-5	17	-8	36	19	-1	17
Cn1c(-c2ccc(F)cc2)cnc1NCc1cc2c(cc1[N+](=O)[O-])OCO2	-3	7	4	3	-7	-4	2	-15	-28	-1	-15
CSc1ccccc1C(=O)Nc1cccc(N(C)S(C)(=O)=O)c1	-9	-2	-15	-1	14	13	6	-25	-13	1	-6
CCOC(=O)c1c(C)nc2ccccc2c1-c1ccccc1	-3	7	0	-14	-8	16	-15	-18	27	5	21
COc1ccc(-n2nnnc2/C(=C/N(C)C)C(=O)c2ccccc2)cc1	-14	4	7	4	-4	19	11	-3	24	-1	0
O=C(/C=C/c1ccco1)NC(=S)Nc1ccc(N2CCOCC2)c(Cl)c1	x	31	3	9	x	3	-8	-20	5	5	9
O=C(COC(=O)c1cccc(OC(F)F)c1)Nc1ncccn1	-7	-9	1	-3	21	11	7	-7	10	x	-11
COc1ccc(CC(=O)Nc2cc(C)on2)cc1OC	x	-4	1	-3	8	8	-28	-15	15	0	1
CCOc1ccc(Br)cc1CC(=O)O	-1	6	0	27	-12	3	1	21	13	3	6
COc1cc(/C=C/C(=O)c2ccc(Cl)s2)cc(OC)c1O	x	28	-3	3	0	52*	-23	-11	27	1	42
O=C(CCCCCN1C(=O)c2ccccc2C1=O)Nc1cccc(O)c1	-6	11	18	-10	1	6	4	-28	15	-2	-4
CN1CCCC1=Nc1c2c(nc3ccccc13)N(C)CC2	4	13	3	19	-11	14	4	-1	20	-4	11
CCNc1nc(N)nc(-c2cc(Cl)ccc2O)n1	x	-34	-113	-1	-13	101*	-49	-52	-185	-2	88*
Cc1cc(OCC(=O)Nc2ccncc2)ccc1[N+](=O)[O-]	1	0	73	-5	-2	10	-3	-25	1	-2	9
CCc1c(C)c(C#N)c2nc3ccccc3n2c1NCCN(C)C	-13	12	8	23	x	13	-1	-5	20	1	-2
CCn1c(SCC(=O)NC2CCCCC2)nnc1-c1ccccn1	-6	17	5	-6	-10	12	-6	-16	11	-1	0
COc1ccccc1CN1CCN(C(CC(C)C)c2nnnn2Cc2cccs2)CC1 (configuration not stated)	-5	13	5	7	-6	24	-2	-33	9	1	7
O=C1Nc2ccccc2N=C(c2ccc3c(c2)OCO3)C1N(C(=O)c1ccnc2ccccc12)c1ccccc1 (configuration not stated)	-4	x	10	x	x	-59	9	-23	-37	x	5
CCCCC1CCC(C(=O)Nc2ccccc2N2CCOCC2)CC1 (configuration not stated)	-5	x	-18	-1	11	22	6	-28	10	1	-16
Nc1cccnc1Oc1ccccc1F	-13	3	3	6	10	2	1	-15	10	5	-8
Cn1c(=O)ccc2ccccc21	x	x	-6	x	0	-12	-1	-19	8	x	-10
c1ccc(-n2cc(CN3CCCC(CN4CCCC4)C3)c(-c3ccc4c(c3)OCO4)n2)cc1 (configuration not stated)	-3	6	4	-5	-10	21	5	15	-3	3	-5
Cc1oc(-c2ccccc2F)nc1CS(=O)(=O)CC(=O)NCCN1CCCC1	-3	3	-2	7	11	2	-8	-9	8	1	5
CCCCCn1c(=O)[nH]c2cc(C(=O)NCCN3CCCCC3C)ccc2c1=O (configuration not stated)	x	-18	1	-7	25	15	8	1	11	4	-9
CCC(C)(C(=O)NC1CCCCC1)N(CC1CCCO1)C(=O)CNC(=O)c1ccccc1 (configuration not stated)	-4	-3	-6	-5	0	9	4	-7	10	1	-1
O=C(Nc1cnn(Cc2ccc(Cl)cc2Cl)c1)c1noc2c1CCCC2	-5	x	-11	-8	-10	-75	-20	-62	-122	-2	-23
Cc1ccccc1NC(=O)CCCCC(=O)Nc1ccccc1C	-5	0	10	-4	2	3	4	19	24	0	16
CCOCCOC(=O)Cn1cnc2scc(-c3ccc(C)cc3)c2c1=O	-4	3	-54	13	-15	16	3	-3	15	-1	-28
CCN1C(=O)[C@H]2[C@@H](c3ccc(OC)cc3)N3C(=O)CN(Cc4ccccc4)C(=O)[C@@]3(C)[C@H]2C1=O	-9	14	-19	-5	-4	-10	3	-2	-1	1	-9
Cc1cc(C(=O)N2CCCC(N3CCN(c4ccc(F)cc4)CC3)C2)no1 (configuration not stated)	-7	2	15	-3	2	20	5	-23	1	-4	-9
CCN1CCN(CCNC(=O)c2cn(Cc3ccccc3F)nn2)CC1	-4	-1	-2	3	-2	-5	2	22	-8	-2	-7
Cc1ccc(NC(=O)CCNS(=O)(=O)c2ccc3c(c2)CCC(=O)N3)cc1	-3	-5	13	2	-7	3	5	14	7	0	16
CC(C)CN1C(=O)NC2(CCCc3ccccc32)C1=O (configuration not stated)	x	10	6	15	1	-2	3	-46	-6	0	-6
CCOc1ccc(NC(=S)N2CCC(C(=O)c3ccc(F)cc3)CC2)cc1	-2	4	4	-14	-5	9	2	9	8	x	-2
CCN(CC)S(=O)(=O)c1cccc(C(=O)N/N=C/c2ccccn2)c1	-2	12	43	-11	-3	4	-11	3	-3	-5	19
CCOc1cc2nc3c4ccccc4n(C)c3nc2cc1OCC	0	-27	-33	-2	x	-85	-2	-10	-120	4	8
COC(c1ccccc1)c1nnc(CCC(=O)N(C)CCCC2CCCC2)o1 (configuration not stated)	6	-19	-22	2	-9	-78	12	-20	-120	2	9
Cc1ccc(C(C)C)c(OCC(=O)Nc2ccc(N3CCOCC3)cc2N2CCOCC2)c1	-6	-3	25	-2	8	26	-2	25	16	x	17
N=C(N)SCc1cn(-c2ccccc2)nc1-c1ccc(Br)cc1	-5	59	u	-1	-7	108*	-5	-1	-23	x	16
Cn1cc(S(=O)(=O)N2CCCC2)cc1C(=O)NCc1ccccc1Cl	-3	-5	-2	x	x	6	-1	-5	13	-1	4
O=C(Nc1ccccc1N1CCOCC1)C1=NN(c2c(F)c(F)cc(F)c2F)C(=O)CC1	-2	7	-6	-4	-11	33	-10	0	35	2	17
O=S(=O)(Nc1ccc(O)c(CN2CCCCC2)c1)c1ccccc1	-5	-5	-1	0	-5	-19	11	-23	4	-1	0
O=C(CCl)N1c2ccccc2CCc2ccccc21	5	75*	-23	-1	2	25	-14	-25	13	2	22
CCc1ccc(NC(=O)CSc2nc3n[nH]c(C)c3c(=N)n2-c2cccc(OC)c2)cc1	-5	19	57	2	-1	25	-37	-4	1	2	28
COc1ccc(-c2nn(-c3ccccc3C)cc2CNCc2cccnc2)cc1F	-4	8	-5	4	-3	10	11	9	12	1	-6

Next results
SMILES	CaV13 FRET inh	MITF TRPM1 inh	Shn3 inh set2	PDI turbidity	Vif imaging	Peg3 promoter	KKLEB cytotox	NR2E3 ag-1	HIF-2a block	NR2E3 ag-2	CF NFkB inh
O=C1C=CC(=O)N1c1ccc(N2CCCCC2)cc1	-5	19	26	3	-3	108*	-8	-26	69*	1	67*
CCNC(=S)Nc1ccc(Oc2ccccc2)cc1	-4	0	-18	1	21	-13	-2	-10	-41	0	-8
Cc1ccc2nc(-c3cccnc3)cc(C(=O)Nc3ccccc3[N+](=O)[O-])c2c1	-5	15	1	14	10	28	-18	18	-3	3	2
COc1ccccc1N(C)S(=O)(=O)c1ccc(C)c(C(=O)N2CCCCCC2)c1	-5	-1	32	2	-1	36	-1	-3	11	x	5
